# Screening results: PubChem BioAssay, National Center for Advancing Translational Sciences (NCATS)
# Giardia kill: Giardia lamblia killing; Giardia lamblia trophozoite viability; activity change, % at 7.66 µM, hits read low; hit rate 0.15% among 340,000; in the data active = activity change below about -80%; inconclusive = between about -30% and that limit;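 note: parasites exposed to compound for two days anaerobically before the ATP read; % is set by controls: 0 for no effect and ±100 for the full control effect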
#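 Giardia lamblia trophozoites (100 cells/well) were incubated with compounds for 48 h at 37 deg C under anaerobic conditions. Viability was read as ATP content by one-step luminescence after 15-30 min at room temperature.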
# Rab9 promoter act: activates the Rab9 promoter | Potency, µM (doses to about 9.22 µM), for the others: at the highest dose activation, negative = inhibition, usual class: activators | Huh7 Rab9 promoter-luciferase reporter, luminescence, 24 h | AID 485297 | hit rate 2.8% among 320,000; note: potency is the fitted concentration of half-maximal effect; % of control where 0% means no effect; nearly all actives have a fitted effect of over 60% in size
#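 Steps: seed 1500 Huh7 Rab9-luc cells per well, rest 2 h at 37 °C; add compound in DMSO; incubate 24 h; add luciferase reagent, 10 min ambient; read luminescence.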
# KCNH2 3.1 inh: inhibitors of human KCNH2 3.1 potassium channel isoform; AID 720553; activity change, % (tested at about 1.8 µM); U2OS KCNH2 3.1, thallium flux FluxOr; hits give low values; hit rate 0.95% among 340,000;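 active = maximum activity change below -70%; inconclusive = maximum activity change from -70% to -50%; inactive = maximum activity change above -50%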;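 note: thallium influx rate constant from kinetic fluorescence after stimulation buffer; % is set by controls: 0 for no effect and ±100 for the full control effect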
#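 Channel expression came from 3.1 mutant virus (1.77 x 10^8 /mL) applied to suspended U2OS cells for 4 h. Flux was tracked with FluxOr dye plus Red40 quencher, and kinetic rate constants normalized to controls.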
# Gal4-VP16 FLuc: counter-screen for ROR gamma inhibitors: Gal4-VP16 reporter. Drosophila S2 Gal4-VP16 UAS-luciferase, luminescence, 20 h. Potency, µM (highest dose often 53.6 µM), without a hit: top-dose activity, negative = inhibition, usual class: inhibitors. hit rate 3.5% among 310,000;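 note: Gal4-VP16 expression switched on by copper sulfate through the metallothionein promoter; potency is the fitted concentration of half-maximal effect; % is set by controls: 0 for no effect and ±100 for the full control effect; nearly all actives have a fitted effect of over 50% in size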
# FLuc modulator: counter-screen for miR-21 project: firefly luciferase inhibitors or activators; Potency, µM (top dose mostly 57.5 µM), inactives show at the top dose activity change, negative = inhibition, most hits filed as inhibitors; hit rate 6.9% among 360,000; purified FLuc, Km substrates, luminescence inhibition; P08659; AID 588342;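 note: potency is the fitted concentration of half-maximal effect; plate controls were vehicle for no effect and reference inhibitor for full effect; nearly all actives have a fitted effect of over 55% in size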
#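 Biochemical qHTS of compounds, final roughly 60 µM downward over six points, against 10 nM purified firefly luciferase using Km concentrations of substrates (10 uM D-luciferin, 10 uM ATP) in Tris acetate pH 7.5 buffer; luminescence output.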
# RORgamma inh: inhibitors of mouse ROR gamma transcriptional activity; Drosophila S2 Gal4-RORgamma UAS-luciferase reporter, 20 h; P51450; Potency, µM (highest dose often 53.6 µM), inactives show top-dose activity change, negative = inhibition, hits mostly inhibitors; hit rate 5.4% among 310,000; note: potency is the fitted concentration of half-maximal effect; % is set by controls: 0 for no effect and ±100 for the full control effect; nearly all actives have a fitted effect of over 60% in size
# Target sequence (P51450 whole entry, looked up, the tested form may be a part): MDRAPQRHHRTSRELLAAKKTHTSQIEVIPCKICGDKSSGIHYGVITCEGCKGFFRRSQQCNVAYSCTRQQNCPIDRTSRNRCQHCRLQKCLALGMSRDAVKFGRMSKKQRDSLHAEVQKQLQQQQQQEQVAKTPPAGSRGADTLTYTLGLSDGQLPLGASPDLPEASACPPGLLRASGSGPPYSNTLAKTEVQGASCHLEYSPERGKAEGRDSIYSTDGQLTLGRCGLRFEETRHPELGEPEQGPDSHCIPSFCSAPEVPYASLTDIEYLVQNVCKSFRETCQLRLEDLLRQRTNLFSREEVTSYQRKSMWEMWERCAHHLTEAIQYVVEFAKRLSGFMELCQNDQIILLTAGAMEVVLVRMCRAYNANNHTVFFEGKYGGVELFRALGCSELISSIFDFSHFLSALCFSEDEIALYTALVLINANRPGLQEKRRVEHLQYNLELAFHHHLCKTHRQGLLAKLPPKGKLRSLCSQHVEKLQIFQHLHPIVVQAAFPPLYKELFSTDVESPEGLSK
#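 Compounds are pin-transferred onto Drosophila Schneider cells expressing a copper-inducible Gal4–ROR gamma transactivation domain fusion. After 1 hr, copper sulfate is added to 700 uM final; luciferase is read 20 hr later.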
# NPC1 promoter act: NPC1 promoter activation. Huh7 NPC1 promoter luciferase reporter, 24 h. Potency, µM (series often up to 9.22 µM), for the others: top-dose activation, usual class: activators. hit rate 2.4% among 320,000. AID 485313;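 note: potency is the fitted concentration of half-maximal effect; % of control where 0% means no effect; nearly all actives have a fitted effect of over 60% in size; reporter is driven by a mutant NPC1 promoter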
#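 Stably transfected Huh7 (NPC1 promoter→luciferase), 1500 cells/well in Opti-MEM + 10% FBS, 2 h settle, then compound 24 h at 37 °C. Luminescence after 10 min with Amplite reagent.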
# Coupling enz: coupling enzyme interference in Giardia aldolase counter-screen. coupling enzyme system counterscreen, AmpLite Red fluorescence. activity change, negative = inhibition, % at 58.2 µM, hits read low. hit rate 0.67% among 290,000; in the data active = activity change below about -30%; note: % is set by controls: 0 for no effect and ±100 for the full control effect
#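 Final compound at 57.5 uM, incubated 10 min at RT with coupling enzyme reagent (glyceraldehyde-3-phosphate), then 20 min with substrate and AmpLite Red detection. Fluorescence read at 525/598 nm; tests interference with the coupling assay, not aldolase inhibition.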
# uPA generation: inhibitors of cell surface uPA generation | AID 540303 | hit rate 0.31% among 330,000 | cell surface uPA generation assay, qHTS | Potency, µM (top dose mostly 38.3 µM), without a hit: top-dose activity change, negative = inhibition, hits mostly inhibitors; active = well fitted inhibition curve with a large enough effect; inconclusive = small, poorly fitted or top-dose-only effect; inactive = no such curve, though single readings can be large or run the other way; tested in mouse RAW 264.7 cells; note: potency is the fitted concentration of half-maximal effect; % is set by controls: 0 for no effect and ±100 for the full control effect; nearly all actives have a fitted effect of over 55% in size
# Tb PFK inh: inhibitors of T. brucei phosphofructokinase | AID 485367 | hit rate 0.17% among 330,000 | T. brucei PFK, ADP-Glo luminescence | Potency, µM (doses to about 57.5 µM), for inactives: top-dose activity, negative = inhibition, actives largely listed as inhibitors | O15648;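 note: potency is the fitted concentration of half-maximal effect; 0% = uninhibited 1x PFK enzyme wells and -100% = no-enzyme wells; nearly all actives have a fitted effect of over 60% in size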
# Target sequence (O15648 whole entry, looked up): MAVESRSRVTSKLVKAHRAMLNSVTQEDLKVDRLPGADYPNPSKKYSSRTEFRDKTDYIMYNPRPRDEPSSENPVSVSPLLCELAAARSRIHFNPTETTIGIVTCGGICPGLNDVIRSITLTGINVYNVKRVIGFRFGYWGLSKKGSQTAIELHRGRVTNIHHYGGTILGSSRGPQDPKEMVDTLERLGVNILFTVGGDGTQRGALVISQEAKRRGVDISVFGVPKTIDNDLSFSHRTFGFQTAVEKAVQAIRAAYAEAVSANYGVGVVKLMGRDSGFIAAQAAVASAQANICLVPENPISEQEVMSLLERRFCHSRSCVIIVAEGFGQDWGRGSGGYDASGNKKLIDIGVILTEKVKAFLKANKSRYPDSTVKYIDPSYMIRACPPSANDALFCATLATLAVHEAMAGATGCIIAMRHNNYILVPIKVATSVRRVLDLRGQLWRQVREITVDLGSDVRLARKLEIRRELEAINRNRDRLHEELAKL
#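 PFK 1.25 nM, F6P 0.5 mM, ATP 0.1 mM, 0.1 M TEA pH 8.0, 5 mM MgCl2, 0.01% Tween20, 0.1% BSA; 45 min RT. ADP-Glo readout. qHTS titration up to 57 uM; curves fitted, compounds curve-classed.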
# ELG1 genotoxic: inducers of genotoxicity in HEK293T ELG1-luciferase cells; AID 504466; HEK293T ELG1-luciferase reporter, luminescence, 16 h; Potency, µM (top dose mostly 46 µM), inactives show at the top dose activity change, positive = activation, most hits filed as activators; hit rate 1.3% among 330,000; note: potency is the fitted concentration of half-maximal effect; % of control where 0% means no effect; nearly all actives have a fitted effect of over 60% in size
#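 ELG1-luciferase HEK293T cells, 2,000/well; compound pinned in; 16 hr, 37 °C, 5% CO2; ONE-Glo, 30 min RT; luminescence on CCD imager.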
# Starred values were filed as active, the others as inactive; ? = inconclusive; nt = no result given; [ ] = remark or other dose. Unless noted, calls come from the whole dose curve; as a rule, active = well fitted curve in the direction sought with a large enough effect; inconclusive = small, poorly fitted or top-dose-only effect, or another doubt; inactive = no such curve, though single readings can be large; an effect the other way counts as inactive or inconclusive.
SMILES	Giardia kill	Rab9 promoter act	KCNH2 3.1 inh	Gal4-VP16 FLuc	FLuc modulator	RORgamma inh	NPC1 promoter act	Coupling enz	uPA generation	Tb PFK inh	ELG1 genotoxic
CCOc1c(Br)cc(/C=C2/SC(=O)N(CC(=O)N3CCCC3)C2=O)cc1OC	7	15%	10	-1%	-2%	?	-5%	-2	1%	-2%	-1%
CCCOc1ccc(-c2c(C(=O)N/N=C/C3CCCCC3)nnn2-c2nonc2N)cc1	10	-1%	-1	?	3%	?	0%	nt	12%	-5%	7%
CCOC(=O)C1=C(C)NC(=O)NC1c1ccccc1Cl (stereo unspecified)	7	0%	10	-1%	2%	-9%	-2%	1	2%	-16%	-2%
Cc1cc([N+](=O)[O-])nn1Cc1noc(C(=O)NCc2ccc3c(c2)OCO3)n1	?	0%	8	16%	0%	-2%	-1%	-2	-2%	0%	1%
CC(=O)Nc1ccc(S(=O)(=O)N2CCC(NC(=O)C(Cc3ccccc3F)NC(C)=O)CC2)cc1 (stereo unspecified)	19	7%	7	-7%	2%	-3%	1%	3	5%	0%	2%
O=C(NCCc1ccccc1)C1CCN(C(=O)NCc2ccccc2)CC1	3	-1%	1	6%	-7%	?	-2%	-3	1%	-1%	1%
CCOC(=O)c1c(NC(=O)CN2C(=O)NC3(CCCCCC3)C2=O)sc(C)c1-c1ccc(C)cc1	-15	-1%	-4	-15%	-1%	?	-7%	2	-3%	0%	5%
Cc1ccc(C)c(OCC(=O)Nn2c(C)nc3ccccc3c2=O)c1	-16	-2%	-18	1%	-1%	8%	-3%	5	-1%	-2%	-3%
CCCCCSc1nnc(-c2ccccc2NC(C)=O)c(=O)[nH]1	-2	9%	-4	2%	?	-1%	-5%	6	-2%	0%	2%
CCCOc1ccc(CSCCNC(=S)Nc2ccccc2)cc1	6	-6%	-12	?	-14%	2.8µM*	-1%	0	-1%	-2%	-6%
CCOC(=O)CCC(=O)Nc1ccc(S(=O)(=O)N2CCC(C)CC2)cc1	3	-4%	-16	5%	3%	?	1%	0	-1%	3%	0%
OCC1(Cc2ccc(Cl)cc2)CCN(Cc2ccc3nsnc3c2)CC1	-3	-6%	18	-16%	3%	-1%	2%	1	-7%	-3%	-9%
N#CCN1CCN(CC(=O)Nc2ccc(OCc3ccccc3)cc2)CC1	5	14%	-22	-4%[0.365 µM]	-8%	5%	19%	1	-5%	-7%	?
Cc1cc(C(=O)CN2C(=O)NC3(CCCC3)C2=O)c(C)n1-c1ccc2c(c1)OCO2	5	3%	1	?	?	?	10%	4	0%	-4%	5%
COc1ccc(NS(=O)(=O)c2ccc3oc(SCC(N)=O)nc3c2)cc1	2	-5%	0	-5%	-1%	43%	-1%	3	-5%	1%	-13%
COc1ccc2nc(/N=C\N(C)C)sc2c1	5	?	2	-6%	24µM*	-4%	24%	-2	0%	-1%	16%
C=CCN1CCN(C(=O)c2c(-c3ccccc3)noc2C)CC1	-26	8%	0	nt	3%	nt	0%	0	4%	1%	-2%
COC(=O)Nc1ccc(S(=O)(=O)N2CCCc3ccccc32)cc1	-1	-30%	11	-7%	-15%	-19%	-32%[inhibitor]	-9	nt	-3%	-2%
CC(=O)n1nc2nc(C)cc(C)c2c1N	5	2%	5	-3%	2%	-17%	-4%	-3	nt	0%	2%
Brc1cc2[nH]cnc2c2ccccc12	13	2%	8	-1%	?	10%	-4%	-39*	nt	-1%	-7%
CCc1ccc(NC(=O)[C@H](Cc2c[nH]c3ccccc23)NC(=O)[C@@H]2Cc3ccccc3CN2)cc1	-22	29%	?	-3%	-8%	?	3%	1	-20%	1%	-9%
Cc1c(C2(O)CCCCC2)[nH]c2cnccc12	1	-6%	-2	nt	4%	nt	3%	nt	-3%	1%	1%
O=C(NCC1CCCC(CNC(=O)N2CCc3ccccc32)C1)N1CCc2ccccc21 (stereo unspecified)	-16	-4%	12	8%	-13%	39%	-1%	2	nt	-4%	-2%
CCCCCCc1cc2cc(S(=O)(=O)c3ccc(Cl)cc3)c(=O)oc2cc1O	-2	1%	-12	20µM*	4%	?	-5%	5	-3%	-3%	-13%
COc1ccc(CCC(=O)NCc2cnn(C)c2)cc1	2	-8%	-10	-10%	2%	-20%	0%	2	nt	0%	4%
NS(=O)(=O)c1ccc(N2N=C(c3ccccc3)CC2c2ccccc2Br)cc1 (stereo unspecified)	23	nt	-2	nt	nt	nt	nt	nt	-7%	2%	-1%
COc1ccc(C(=O)NCCCc2nc3ccccc3n2Cc2ccccc2C)cc1OC	6	-8%	21	-9%	4%	?	-4%	5	0%	12%	0%
Cc1ccc2c(ccc[n+]2CC(=O)c2ccccc2)c1	21	1%	-8	-9%	1%	5%	-3%	6	-6%	1%	-4%
Cn1c(C(=O)NC2CCCC2)cc2c(=O)n(C)c3ccccc3c21	15	-1%	15	1%	5%	-2%	-2%	-2	-19%	-1%	-4%
Cc1cccc(OCC(=O)N(C)CC(=O)Nc2cccc(F)c2)c1C	11	-4%	-2	nt	-17%	nt	1%	nt	4%	3%	1%
Cc1cc(OC(=O)c2cc(C(F)(F)F)cc(C(F)(F)F)c2)c([N+](=O)[O-])c(=O)[nH]1	-4	-3%	-1	4%	4%	10%	-8%	-5	-14%	-2%	2%
CCN(C1CCS(=O)(=O)C1)S(=O)(=O)c1cccs1 (stereo unspecified)	-1	-2%	-1	-14%	-16%	21%	-4%	3	4%	13%	0%
COc1ccccc1-c1c(C)nn2c(N3CCCCCC3)cc(C)nc12	-11	-7%	11	20µM*	-12%	16µM*	-5%	-1	-28%	2%	-12%
O=C(NC1CCCCC1)C(c1ccc(O)c(O)c1)N(C(=O)Cn1nnc2ccccc21)c1cccc(O)c1 (stereo unspecified)	13	-3%	-6	4%	2%	-16%	0%	-8	1%	-3%	3%
CC12CCC(C/C1=N/NC(=O)Nc1ccccc1)C2(C)C (stereo unspecified)	2	20%	3	9%	?	-5%	8%	-3	6%	-2%	-4%
Cc1ccc2nc(Nc3nc(=O)c4ccccc4n3C)nc(C)c2c1	nt	11%	nt	1µM*	2.1µM*	0.79µM*	10%	-3	nt	-4%	-4%
Cc1cc(C)c(C)c(S(=O)(=O)N(C)C2CCN(C)CC2)c1C	13	-6%	5	3%	0%	-14%	-6%	1	-2%	-7%	-5%
O=C(CSc1nnnn1-c1ccc(C(=O)O)cc1)NC1CCCCC1	-8	-5%	8	8%	-2%	-14%	1%	2	3%	-4%	0%
Cc1cc(C)cc(NC(=O)CSc2nc3[nH]c(=O)cc(O)c3s2)c1	-13	1%	6	4%	-12%	6%	-8%	8	2%	0%	0%
CCOc1ccc(-c2nnn(CC(=O)Nc3ccccc3OC)n2)cc1OCC	12	-3%	21	-14%	-2%	-16%	1%	3	-2%	0%	?
CCOC(=O)/C(C#N)=C1/SC(CC)C(=O)N1c1ccc(Br)cc1 (stereo unspecified)	-17	16%	14	2%	3%	-29%	0%	1	nt	-9%	0%
O=C(Cn1cnc2ccccc21)N/N=C/c1ccccn1	-6	6%	-6	-11%	1%	-6%	-1%	0	6%	-17%	-2%
CCn1c(SCc2ccc(C#N)cc2)nnc1-c1ccc(S(=O)(=O)N2CCCCC2)cc1	0	-1%	-10	-14%	0%	31%	0%	3	-9%	-20%	-9%
Cc1ccc(C)c(NS(=O)(=O)c2ccc3[nH]c(=O)[nH]c3c2)c1	-10	1%	7	-7%	1%	8%	-4%	-1	-53%	0%	-1%
CC(C)CN(C(=O)COC(=O)C12CC3CC(CC(C3)C1)C2)c1c(N)n(Cc2ccccc2)c(=O)[nH]c1=O	-1	-13%	-17	nt	-2%	nt	-7%	nt	-6%	0%	-12%
Cc1ccnc(NC(=O)CNC(=O)c2ccc3c(c2)OCO3)c1	13	1%	19	-3%	-6%	30%	0%	nt	0%	-4%	19%
CCOC(=O)C1CCCN(C(=O)c2cnn3c(C(F)(F)F)cc(-c4ccccc4)nc23)C1 (stereo unspecified)	-4	-3%	1	2%	-1%	-22%	-2%	1	4%	-8%	-4%
COc1ccc(OC)c(NC(=O)CN2C(=O)COc3ccc(C)cc32)c1	0	-3%	-2	0%	-1%	30%	-4%	0	-5%	-5%	0%
O=C(CCNC(=O)c1ccc([N+](=O)[O-])cc1)NCCc1ccc(Cl)cc1	-17	1%	-10	23%	-1%	0%	-1%	0	3%	2%	-1%
